High-throughput results deposited in PubChem by several laboratories.
TNF necrop inh = TNF-alpha cell death inhibition in Jurkat FADD-/- cells; Jurkat FADD-/- TNF necroptosis rescue, ATP luminescence, 24 h; 0 = TNF only, 100 = no-TNF cells; activation (protection from cell death), % at 10 µM; actives 0.068% (n = 220,000);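 active means activation, meaning protection from cell death, of at least 50% relative to plate controls; inactive means activation below 50%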;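 further: necroptosis triggered by 40 ng/mL TNF-alpha added together with compound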
FXIIa inh 1536 = blocks human coagulation factor XIIa protease activity | P00748 | purified FXIIa, Boc-QGR-AMC fluorogenic substrate, 2 h | inhibition, % at 5 µM | actives 0.3% (n = 220,000) | AID 800; in the data active means inhibition above about 40%;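 further: 0% = enzyme with no compound and 100% = blank without enzyme; many of its hits are not listed in these tables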
KCC2 mod = modulators of human KCC2 chloride dependent transport; KCC2 cells, thallium flux FluoZin-2 fluorescence; B-score of Tl+ flux slope (higher = more flux/activation; lower = inhibition) at 10 µM; actives 2.2% (n = 190,000); AID 1456;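 active means thallium flux slope and its plate-corrected score both differing from the plate sample mean at a set confidence after two filtering rounds, in either direction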;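 further: slope of fluorescence scaled to starting intensity during 10 to 20 s after thallium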
FXIa inh = factor XIa (human) inhibition | purified FXIa, Boc-Glu-Ala-Arg-AMC fluorogenic substrate | AID 798 | actives 0.14% (n = 220,000) | inhibition, % at 5 µM;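 active means inhibition of at least 40%; inactive means inhibition below 40%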;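 further: fluorescence of freed AMC excited at 355 nm; 0% = enzyme without compound and 100% = no enzyme blank; many of its hits are not listed in these tables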
Hck Nef HTS = human Hck-Nef kinase inhibition. Recombinant Hck-YEEI plus Nef, Z-Lyte FRET kinase assay. inhibition, % at 20 µM. actives 0.68% (n = 220,000);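 active means Hck-Nef kinase inhibition above about 50%, limit read from the data; inactive means inhibition below that limit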;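 further: 0% = DMSO with Hck plus Nef and 100% = Hck alone without Nef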
Target sequence (P08631 whole entry, looked up): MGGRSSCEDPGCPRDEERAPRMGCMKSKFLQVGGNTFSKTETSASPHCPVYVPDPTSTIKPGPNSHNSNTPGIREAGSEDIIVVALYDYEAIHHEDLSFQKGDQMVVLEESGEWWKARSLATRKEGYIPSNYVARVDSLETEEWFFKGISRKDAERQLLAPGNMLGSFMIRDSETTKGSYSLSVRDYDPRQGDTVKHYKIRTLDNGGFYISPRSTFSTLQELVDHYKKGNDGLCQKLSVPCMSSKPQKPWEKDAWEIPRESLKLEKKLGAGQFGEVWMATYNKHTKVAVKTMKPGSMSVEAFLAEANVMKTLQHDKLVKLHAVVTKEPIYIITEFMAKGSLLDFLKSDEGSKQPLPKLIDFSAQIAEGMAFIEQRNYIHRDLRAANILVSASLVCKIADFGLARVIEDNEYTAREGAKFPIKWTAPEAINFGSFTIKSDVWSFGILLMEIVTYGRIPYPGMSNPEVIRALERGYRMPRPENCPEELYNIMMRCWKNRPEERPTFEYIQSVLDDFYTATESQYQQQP
Rad51 HR inh = blocks human Rad51 in homologous recombination | Q06609 | inhibition, % at 10 µM | AID 1385 | actives 0.085% (n = 200,000) | hRad51 DNA strand exchange, fluorescence dequenching;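 active means inhibition above 40% at the single screening dose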;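 further: 0% = DMSO control wells and 100% = blanks with heterologous ssDNA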
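Test system: preformed human Rad51 ssDNA filaments; also added: Donor/quencher-labelled 47-bp dsDNA substrate; doses: 10 µM final, single point; times: 37 °C 15-min filament assembly, 30-min compound preincubation, 15-min exchange; detection: FRET fluorescence dequenching, excitation 485 nm, emission 520 nm; read-out basis: Fluorescence-based percent inhibition, control- and blank-normalised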
L929 necroptosis = L929 zVAD cell death inhibition; actives 0.38% (n = 220,000); viability rescue, % at 10 µM; L929 zVAD necroptosis rescue, ATP luminescence, 24 h; with zVAD 60 µM;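 active means activation, scaled between plate controls, above about 75%, limit read from the data; inactive means activation under that limit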;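 further: 0% = zVAD with DMSO and 100% = DMSO alone without zVAD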
hK5 inh = blocks human kallikrein 5 protease activity; recombinant hK5, fluorogenic AMC substrate cleavage; inhibition, % at 5 µM; Q9Y337; actives 0.59% (n = 210,000);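 active means inhibition of 40% or more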;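 further: 0% = enzyme controls without compound and 100% = no-enzyme blanks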
Target sequence (Q9Y337 67-293 limits assumed): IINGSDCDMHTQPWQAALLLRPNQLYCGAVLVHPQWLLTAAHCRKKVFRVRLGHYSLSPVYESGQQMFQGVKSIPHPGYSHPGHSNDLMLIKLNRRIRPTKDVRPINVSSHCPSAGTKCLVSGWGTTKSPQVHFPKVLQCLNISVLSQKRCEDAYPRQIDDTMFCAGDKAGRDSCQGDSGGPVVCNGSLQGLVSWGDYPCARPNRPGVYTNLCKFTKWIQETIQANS
Thrombin inh = blocks human thrombin protease activity; inhibition, % at 5 µM; alpha-thrombin, Boc-VPR-AMC fluorogenic substrate cleavage; P00734; actives 0.26% (n = 220,000);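 active means inhibition at or above 40%; inactive means inhibition below 40%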;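 further: 0% = enzyme with no compound and 100% = wells without enzyme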
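System – human alpha-thrombin · Medium – pH 7.5 Tris (50 mM) with NaCl 150 mM, Tween 20 0.05% · Compound – single-point dosing at 5 µM, 0.2% DMSO · Incubation – enzyme reaction carried out at room temperature · Technique – fluorescence of released AMC, ex 355 nm, em 460 nm · Read-out basis – % inhibition of thrombin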
* = called active by the depositor; i = inactive; · = no result given. This is a subset (hit frequency here may not be typical).

SMILES	TNF necrop inh	FXIIa inh 1536	KCC2 mod	FXIa inh	Hck Nef HTS	Rad51 HR inh	L929 necroptosis	hK5 inh	Thrombin inh
CCc1c(C)sc(NC(=O)c2cnn3cccnc23)c1C#N	0.4	29	0.98	12	6	4	-0.3	8	4
O=C(C1=C[C@@H](c2ccc(Br)cc2)C[C@@H](OCCCCO)O1)N1CCOCC1	0.7	10	-0.4	-1	13	10	-0.2	3	-1
CCCCn1nc2cc(C(=O)NCc3ccco3)ccc2c1OCC	-3.5	9	-0.34	-4	-1	-4	0.9	-11	-2
Cc1ccc(-c2nn(CC(=O)Nc3ccc4c(c3)nc3n4CCOC3)c(=O)c3ccccc23)cc1	-0.7	6	·	1	10	1	0.2	8	1
Cc1ccc(C(=O)OCC(=O)N2CC(=O)Nc3ccccc32)s1	0.0	-2	·	4	-1	2	2.1	-6	-2
CCN1CCn2c3c(c4cc(Br)ccc42)CCCC31 (stereo not drawn)	-0.2	·	-0.28	·	1	9	0.7	·	·
COc1ccc(-c2nnc(SCc3c(C)noc3C)n2N)cc1OC	-1.3	8	-0.21	0	0	3	-0.2	-11	4
Cc1c(C(=O)NNc2cc(=O)n(C)c(=O)n2C)cccc1[N+](=O)[O-]	-0.7	8	-0.063	-3	10	0	0.1	1	0
Cc1nonc1NC(=O)CSc1nc2c(C)cccc2cc1C#N	-1.4	6	0.029	0	19	-8	1.3	-1	-24
COc1ccc(CS(=O)/C(Cl)=C(/Cl)C(=O)Nc2ccc(OC)nc2)cc1 (stereo not drawn)	-16	7	-1.3	-1	29	6	-4.5	0	7
CCOc1ccc(C(=O)Nc2ccccc2NC(C)=O)cc1OCC	-0.2	5	0.56	3	-6	39	0.5	-5	1
CS(=O)(=O)Nc1ccccc1C(=O)NCc1ccccc1Cl	-0.3	10	0.038	-1	-6	·	0.7	·	-6
Cc1cc(C)c2cc(C(=O)N3CCc4ccccc4C3)[nH]c2c1	-1.3	7	0.24	2	23	-7	1.2	2	0
Cc1ccc(-c2nc(NC(=O)c3cc(C(C)(C)C)nn3C)sc2C)cc1Cl	-1.2	0	0.64	0	3	19	0.8	-5	-8
COc1c(C(=O)NNC(=O)c2ccccc2)csc1Br	-1.7	6	0.037	0	9	16	1.4	-2	-5
COc1ccc(OC)c2c1C(=O)c1ccccc1C2=O	-5.0	1	i	0	0	-4	0.1	2	-2
CCOc1cc(/C=N/NC(=O)CCn2nnc3ccccc32)ccc1O	2.5	9	0.14	2	15	12	0.0	1	1
COCCn1c(CNc2ccc(F)cc2)nnc1SCC(=O)Nc1ccc(OC)cc1OC	-1.8	6	·	2	1	-3	-0.2	-11	1
Cc1ccc(Cl)cc1NC(=O)COC(=O)c1ccccc1O	1.0	2	·	-4	9	14	-0.1	-5	-7
CC(COc1ccccc1)N1CCC(CO)(Cc2ccccc2)CC1 (stereo not drawn)	2.6	9	-0.91	1	4	-22	-0.6	·	-4
O=C(/C=C/c1ccccc1)NNC1=NS(=O)(=O)c2ccccc21	1.3	3	-1.1	-2	21	-4	2.4	-1	-10
CCCc1nnc(NC(=O)CCC(=O)NCc2ccccc2OC)s1	-1.5	-2	0.55	-2	0	5	-0.2	-6	-5
COc1ccc(OC)c(NC(=O)CSc2ccccc2)c1	-0.3	13	0.57	-2	-1	0	-0.2	-5	0
Cn1c(CNC(=O)Nc2cccc(Cl)c2)nnc1SCc1ccccc1	-3.0	2	-0.5	-4	1	5	0.7	-17	-7

A draw from above in order of molecular weight, lowest first.
SMILES	TNF necrop inh	FXIIa inh 1536	KCC2 mod	FXIa inh	Hck Nef HTS	Rad51 HR inh	L929 necroptosis	hK5 inh	Thrombin inh
COc1ccc(OC)c2c1C(=O)c1ccccc1C2=O	-5.0	1	i	0	0	-4	0.1	2	-2
COc1ccc(OC)c(NC(=O)CSc2ccccc2)c1	-0.3	13	0.57	-2	-1	0	-0.2	-5	0
Cc1cc(C)c2cc(C(=O)N3CCc4ccccc4C3)[nH]c2c1	-1.3	7	0.24	2	23	-7	1.2	2	0
CCN1CCn2c3c(c4cc(Br)ccc42)CCCC31 (stereo not drawn)	-0.2	·	-0.28	·	1	9	0.7	·	·
Cc1ccc(Cl)cc1NC(=O)COC(=O)c1ccccc1O	1.0	2	·	-4	9	14	-0.1	-5	-7
O=C(/C=C/c1ccccc1)NNC1=NS(=O)(=O)c2ccccc21	1.3	3	-1.1	-2	21	-4	2.4	-1	-10
CS(=O)(=O)Nc1ccccc1C(=O)NCc1ccccc1Cl	-0.3	10	0.038	-1	-6	·	0.7	·	-6
CCCCn1nc2cc(C(=O)NCc3ccco3)ccc2c1OCC	-3.5	9	-0.34	-4	-1	-4	0.9	-11	-2
COc1ccc(-c2nnc(SCc3c(C)noc3C)n2N)cc1OC	-1.3	8	-0.21	0	0	3	-0.2	-11	4
Cn1c(CNC(=O)Nc2cccc(Cl)c2)nnc1SCc1ccccc1	-3.0	2	-0.5	-4	1	5	0.7	-17	-7
Cc1ccc(-c2nc(NC(=O)c3cc(C(C)(C)C)nn3C)sc2C)cc1Cl	-1.2	0	0.64	0	3	19	0.8	-5	-8
COc1ccc(CS(=O)/C(Cl)=C(/Cl)C(=O)Nc2ccc(OC)nc2)cc1 (stereo not drawn)	-16	7	-1.3	-1	29	6	-4.5	0	7
O=C(C1=C[C@@H](c2ccc(Br)cc2)C[C@@H](OCCCCO)O1)N1CCOCC1	0.7	10	-0.4	-1	13	10	-0.2	3	-1

More records:
SMILES	TNF necrop inh	FXIIa inh 1536	KCC2 mod	FXIa inh	Hck Nef HTS	Rad51 HR inh	L929 necroptosis	hK5 inh	Thrombin inh
Cc1occc1C(=O)N/N=C/C1=C(N2CCOCC2)C(=C\c2ccc(Cl)cc2Cl)/CC1	1.2	20	1.2	17	0	-19	0.8	-7	-6
O=C(C1=C[C@H](c2ccc(C(F)(F)F)cc2)C[C@H](OCCCCO)O1)N1CCN(Cc2ccccc2)CC1	0.2	5	-0.056	1	6	·	-0.5	2	-1
CCCSc1nc2sc3c(c2c(=O)[nH]1)CCN(Cc1ccccc1)C3	1.6	1	i	9	10	-237	0.1	10	-1
COc1cc(NC(=O)CN2CCN(c3ccccc3)CC2)c(C)cc1[N+](=O)[O-]	1.3	13	-0.062	8	2	·	-0.1	-2	3
O=C(NCc1ccc(Cl)cc1)C1CCN(S(=O)(=O)c2cc([N+](=O)[O-])ccc2Cl)CC1	4.3	10	0.12	6	3	-4	0.1	-1	-5
Cc1ccc([N+](=O)[O-])c(OCCn2cnc3ccccc32)c1	1.6	-6	0.76	-6	3	11	0.3	-21	5
O=C(CSc1nc2cc(Cl)ccc2s1)N1CCCc2ccccc21	-1.3	17	·	4	-1	6	0.1	-8	3
CCOC(=O)C1CCN(CC(=O)N2C(C)CCCC2C)CC1 (stereo not drawn)	0.7	10	1.2	-2	-7	-2	0.2	-25	-1
COc1cccc(COc2cc3ccccc3nc2C)c1	-17	18	-0.17	7	1	6	-0.2	-15	1
COc1cc2c3nnc(-c4ccc(F)cc4)c-3cn(Cc3ccccc3F)c2cc1OC	-18	5	i	15	11	-358	-1.5	-5	-13
N#Cc1c(-c2ccccc2)nc(SCC(=O)Nc2ccccc2F)[nH]c1=O	0.3	12	-1.3	8	48	·	0.6	-9	2
Clc1ccccc1-c1nn2c(COc3ccccc3)nnc2s1	-0.5	9	-1.7	-5	6	-3	0.7	-4	-3
COc1ccc(NCC(=O)N/N=C2\CCCC(C)C2)cc1 (stereo not drawn)	2.1	14	1.1	20	-3	24	0.1	-6	0
Cn1cc(CCC(=O)NCc2ccc3c(c2)OCO3)c2ccccc21	0.3	10	-1.1	-9	4	-7	-0.1	-3	-7
CC1(C)CC(Nc2ccc(Nc3ccccc3)cc2)CC(C)(C)N1	-26	2	-0.73	-5	-83	·	1.9	0	-5
CC(C)NC(=O)Cn1c(SCC(=O)N2CCCCCC2)nc2ccccc21	-0.7	10	-0.022	4	-2	-11	0.0	3	3
Cc1csc(SCC(=O)NC(=O)C2CCCCC2)n1	2.2	11	-0.93	5	19	16	0.8	14	2
O=S(=O)(O)c1ccc(N=Nc2ccccc2)cc1	-0.3	8	-0.05	7	5	-7	0.4	9	-2
COc1ccc(CCN2C(=O)CC(Cc3ccccc3)C2=O)cc1OC (stereo not drawn)	1.9	6	-0.78	0	14	-4	0.1	0	-1
Cc1nc2ccccn2c1C(=O)N/N=C/c1cc(C)n(-c2ccc(Cl)cc2)c1C	-3.0	13	-0.11	0	1	4	-0.2	10	3
COC(=O)c1[nH]nc2c1C(=O)N(Cc1ccccc1)C2=O	-1.6	10	0.58	1	4	·	0.0	-12	0
COC(=O)c1ccccc1NC(=O)c1cncc(Br)c1	-0.1	12	-0.089	-2	4	-9	-0.4	-5	2
Cc1oc(-c2ccc(Cl)cc2)nc1CSCC(=O)NCCCN1CCOCC1	-3.0	9	1.1	1	3	-1	-0.2	5	2
COc1cc(-c2nc(-c3cccc(C(F)(F)F)c3)no2)cc(OC)c1OC	-1.7	-3	1.4	-18	1	-6	0.3	-18	-8
Cc1ccc(CNC(=O)c2cncc(Br)c2)cc1	37	8	-0.31	-1	7	·	9.2	·	-12
CC(=O)NCC1(O)CCCC(C)C1 (stereo not drawn)	0.9	7	-0.7	-5	7	-6	0.7	-1	-2
CCOC(=O)c1sc(=S)n(CC)c1NC(=O)CC	0.6	-5	·	-2	0	-1	-0.4	-13	-7
CN(C)c1ccc(C(=S)N2CCN(C(=S)Nc3cccc4ccccc34)CC2)cc1	1.7	4	1.9	-4	24	-2	-0.7	-4	-10
CCN(CC)S(=O)(=O)c1ccc2[nH]cc(C(=O)NCCCN3CCCCC3)c(=O)c2c1	0.4	6	1	-4	-1	·	·	-14	-3
Cc1c(NC(=O)c2cc3c(s2)-c2ccccc2OC3)cccc1[N+](=O)[O-]	-4.4	10	0.24	7	5	·	·	-5	1
CC1(C)C2([N+](=O)[O-])CN(CCO)CC1([N+](=O)[O-])CN(CCO)C2	-1.3	12	0.05	6	12	-7	-0.9	-9	-4
Cc1cnc(C(=O)OCC(=O)NCCc2ccccc2)cn1	0.0	10	-0.072	4	-12	-15	-0.1	-9	3
COc1ccc(S(=O)(=O)NC(CC(=O)NCC2CCCO2)c2ccco2)cc1 (stereo not drawn)	0.3	-9	0.019	-5	1	6	-0.2	3	-3
CCn1c(COc2ccc(Cl)cc2)nnc1SCc1ccc(C#N)cc1	2.1	2	·	-3	0	1	-0.3	1	-6
Cc1ccccc1-c1nc(CN(Cc2c(C)nn(C)c2C)C2CC2)c(C)o1	-0.1	8	0.061	-4	19	-3	0.2	-5	-3
CN(NC(=O)C1CC(=O)N(c2ccccc2)C1)C1=NS(=O)(=O)c2ccccc21 (stereo not drawn)	1.2	2	0.08	-5	19	17	1.7	-1	-2
CC(C)[C@@H]1NC(=O)c2cc([N+](=O)[O-])cc(I)c2OCC[C@@H](C(N)=O)NC(=O)[C@H](CCC(=O)O)NC1=O	1.8	15	-0.38	9	-4	7	0.3	-6	3
